Screens from PubChem BioAssay.
LGR2 antag: inhibitors of bursicon-induced Drosophila LGR2 receptor cAMP signaling; HEK293 LGR2, CRE-luciferase, bursicon-stimulated, 4 h; inhibition, % at 9.99 µM; 380,000 tested, 0.35% active;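 active = drop in luminescence signal, shown as inhibition above about 50% in the replicate tests, limit read from the data, passing the limit was not always enough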;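 also: agonist challenge used bursicon conditioned medium at about half maximal strength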
INS-1E GSIS act: GLuc luminescence reporter in INS-1E cells, primary screen for activators of glucose-dependent secretion of insulin. INS-1E GLuc reporter insulin secretion, 2-3 h. activation, % at 16.6 µM. 370,000 tested, 0.61% active;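 active = lowest replicate activation of at least 40%, so every replicate reaches that level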;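 also: 0% = median of neutral control wells and 100% = median of IBMX positive control wells; some compounds called inactive have numbers as strong as hits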
ARNT TACC3 PPI: disruptors of human ARNT/TACC3 interaction; AlphaScreen His-ARNT PAS-B/GST-TACC3 binding, luminescence; TACC3 fragment carries E629A point mutation; inhibition, % at 9.99 µM; 390,000 tested, 0.66% active; Q9Y6A5;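 active = mean inhibition of replicates at least 50% and at least half of replicates each reaching 50%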;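 also: 0% = complete ARNT plus TACC3 wells and 100% = ARNT alone without TACC3; many hits fall short of the cut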
C2C12 statin: suppressors of simvastatin-induced myotoxicity in C2C12 myotubes; rescue of ATP level, % at 7.49 µM; AID 602340; ATP luminescence, 48 h; scaled: DMSO 0, geranylgeraniol control 100; 330,000 tested, 0.78% active;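 active = mean ATP rescue above about 67%, or every replicate alone reaching that limit, limit read from the data, passing the limit was not always enough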;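 also: myotubes were challenged with 10 µM simvastatin during compound exposure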
PAX8 reporter: inhibitors of PAX8 transcriptional activity in RMG-I cells; RMG-I TPO-luciferase reporter, SteadyGlo, 24 h; inhibition, % at 12.6 µM; 360,000 tested, 1.2% active;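 active = mean replicate inhibition at least 60% with every replicate also reaching 60%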;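 also: luciferase light reporting Pax8 driven TPO promoter activity; plate controls were median of neutral control wells for no effect and mitoxantrone controls for full effect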
PglD DTNB: inhibitors of Campylobacter jejuni PglD acetyltransferase; purified PglD enzyme, DTNB colorimetric CoA detection; inhibition, % at 12.5 µM; 360,000 tested, 0.098% active; AID 602405; in the data active = inhibition above about 16%, passing the limit was not always enough; also: strong numbers were not always called active
PGC1a acetyl inh: PGC1a acetylation modulation, inhibitor mode; U2OS PGC1a acetylation, AlphaScreen anti-acetyl-lysine; with virally co-expressed GCN5 acetyltransferase; inhibition, % at 15.6 µM; 350,000 tested, 0.17% active; AID 651687;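 active = every replicate shows inhibition of at least 40%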;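 also: 0% = neutral control wells and 100% = positive control wells; some results beyond the cut were filed as inactive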
Cneo AK release: causes C. neoformans cell lysis; adenylate kinase release luminescence, 4 h; normalised: neutral wells 0, clomiphene wells 100; lysis activity, % at 15 µM; 360,000 tested, 0.2% active;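 active = mean lysis activity across replicates of at least 80%, whatever share of replicates individually reach that level; inactive = mean lysis activity below 80%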
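Test system: log-phase Cryptococcus neoformans yeast cells; Quantity: yeast cell density of 5 × 10^6 cells/mL; Buffer or medium: YPD; Doses: single compound concentration per well; Timing: 4 h at 37 °C static, read 1 h later; Measured by: AK luminescence; Read-out basis: lysis from increased AK signal; Control set: Clomiphene as positive control.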
Starred values were filed as active, the others as inactive; / = no result given; & = joins results of further samples. Random draw from the library; overall some 2.9% were active at least once.

Sequence of screens: PAX8 reporter	ARNT TACC3 PPI	PGC1a acetyl inh	Cneo AK release	PglD DTNB	LGR2 antag	C2C12 statin	INS-1E GSIS act
Cc1cc(C)c(NC(=O)C2CC(=O)N(Cc3ccccc3)C2)c(C)c1 (configuration not stated)
 : 5	-8	7	-6	-2	-10	3	-23
CN(C)c1ccc(/C=N/N=C2/SC(CC(=O)O)C(=O)N2c2ccc(O)cc2)cc1 (configuration not stated)
 : -11	-5	0	/	/	10	/	2
CC(=O)c1sc(NC(=O)c2ccccc2F)nc1-c1ccccc1
 : -154	-5	5	/	/	-74	/	-3
O=C(Nc1ccccc1)N1CCC(C(=O)N2CCCC(C(F)(F)F)C2)CC1 (configuration not stated)
 : 15	-1	/	0	3	-2	5	-9
COc1ccc(C/C(N)=N/OC(=O)c2ccco2)cc1OC
 : -10	-5	9	/	/	-12	5	26
COc1ccc(-c2ccc3c(c2)[C@H]2[C@H](CCN2C(=O)CN2CCOCC2)[C@@H](CO)N3)cc1
 : 5	4	-8	15	1	4	21	3
COc1cccc(-c2nc(CS(=O)(=O)CC(=O)NCCC(C)C)c(C)o2)c1
 : 0	-2	-10	0	-2	-9	23	/
COc1cccc(-c2c(C(=O)N/N=C/c3ccsc3)nnn2-c2nonc2N)c1
 : 0	4	/	1	-2	-11	12	5
COc1cccc(S(=O)(=O)Nc2ccc3c(c2)[C@@H]2C[C@H](CC(=O)NCCc4ccccc4)O[C@H](CO)[C@@H]2O3)c1
 : 16&27	7	0&-1	-2&0	2&3	9&-8	7&7	-14&12
CN1OC[C@@H]2CN(C(=S)NCCc3ccccc3)[C@H](c3ccccc3Br)C[C@@H]21
 : -8	/	-2	0	3	-28	-33	-10
O=C(Cc1cccnc1)N[C@H]1CC[C@@H](CCn2cc(-c3ccccc3F)nn2)O[C@H]1CO
 : 0	5	-19	6	7	17	3	10
CCOc1ccc(CN(C(=O)c2cccs2)C2CCS(=O)(=O)C2)cc1 (configuration not stated)
 : /	-2	/	0	-4	-14	4	/
CCCN(CCC)CCCNC(=O)c1cn(CC)c2ccc(S(=O)(=O)N3CCc4ccccc4C3)cc2c1=O
 : 3	0	5	0	-4	8	-4	-32
CCOc1ccc(NC(=O)/C(C=Nc2ccccc2)=C(\C)O)cc1
 : -21	0	/	-2	-4	-9	-17	-1
O=C(Nc1ccc2c(c1)OCCO2)C1CCN(S(=O)(=O)c2ccc3c(c2)OCCO3)CC1
 : 4	1	-12	1	-3	-24	9	-9
COc1cccc(-c2ccc(C3[C@@H]4CN(S(=O)(=O)c5ccccc5C)C[C@H]3N4)cc2)c1 (some centres not stated)
 : 1&8	/	-3&-25	/	/	-1&1	/	14&61
CCN1CCN(C(=O)c2cc(S(=O)(=O)Nc3ccc(S(C)(=O)=O)cc3)ccc2Cl)CC1
 : -8	-11	/	/	/	-1	/	33
CCCCC1(C(=O)OCC)NC(c2ccc(O)cc2)C2C(=O)N(c3ccccc3)C(=O)C21 (configuration not stated)
 : 8	-6	/	-1	-1	8	4	-22
CCc1cccc(C)c1NC(=S)N1CCCC1C(=O)O (configuration not stated)
 : -11	-2	-2	/	/	7	6	17
O=C(c1cc(C2CC2)nn1-c1ccccc1)N1CCN(S(=O)(=O)c2c(F)cccc2F)CC1
 : 14	1	-5	1	2	-4	-2	4
CC(C)CCOc1ccc(C2(C)NC(=O)NC2=O)cc1 (configuration not stated)
 : 13	1	/	0	2	-8	-2	-8
CC(C)(C)Cc1c(-c2ccc(Br)cc2)nc2ccc(Br)cn12
 : -8	/	-17	4	-5	-12	1	-4
CCCCCC(=O)Nc1ccc(C(=O)COC(=O)CN2C(=O)NC3(CCCC3)C2=O)cc1
 : -22	-2	/	/	/	-31	/	-3
C[C@H]1CN([C@@H](C)CO)C(=O)CCCn2nncc2CO[C@@H]1CN(C)C(=O)Nc1ccc(N2CCCCC2)cc1
 : -8&-17	1&2	-6&-12&12	1&-2&-6	0&0&2	-23&-3	-7&-17&-2	1&4
CCc1ccc2[nH]c(=O)c(CN(CC3CCCO3)C(=S)NCc3ccco3)cc2c1 (configuration not stated)
 : 8	/	0	/	/	8	8	11
CCNC(=S)N/N=C/c1ccccc1[N+](=O)[O-]
 : -5	-4	-3	/	/	1	/	-2
C[C@H]1CN([C@@H](C)CO)C(=O)c2cccc(NS(=O)(=O)c3cccs3)c2O[C@H]1CN(C)C(=O)Nc1ccc(C(F)(F)F)cc1
 : /	-2	5	1	3	-1	24	-17
COc1cccc(COC(=O)C2CCN(S(=O)(=O)c3ccc(F)cc3)CC2)c1OC
 : 5	-4	/	-8	-1	-12	-4	-5
CC(C)CCN1CCN(C2CCN(c3ccc4c(c3)OCO4)CC2)CC1CCO (configuration not stated)
 : -12	3	/	-3	-2	15	/	37
O=C(CSc1n[nH]c(Cc2ccccc2)n1)Nc1ccccc1Br
 : 3	4	/	-1	-1	-11	5	9

At a glance, 3 of the compounds above.
Sequence of screens: PAX8 reporter	ARNT TACC3 PPI	PGC1a acetyl inh	Cneo AK release	PglD DTNB	LGR2 antag	C2C12 statin	INS-1E GSIS act
Cc1cc(C)c(NC(=O)C2CC(=O)N(Cc3ccccc3)C2)c(C)c1 (configuration not stated)
 : 5	-8	7	-6	-2	-10	3	-23
CN(C)c1ccc(/C=N/N=C2/SC(CC(=O)O)C(=O)N2c2ccc(O)cc2)cc1 (configuration not stated)
 : -11	-5	0	/	/	10	/	2
CC(=O)c1sc(NC(=O)c2ccccc2F)nc1-c1ccccc1
 : -154	-5	5	/	/	-74	/	-3

(listing goes on)
Sequence of screens: PAX8 reporter	ARNT TACC3 PPI	PGC1a acetyl inh	Cneo AK release	PglD DTNB	LGR2 antag	C2C12 statin	INS-1E GSIS act
O=c1cc(CSc2ccc(Cl)cc2)nc(N2CCOCC2)[nH]1
 : -1	-2	4	1	-115	/	-1	/
COc1cc(OC)nc(C(NC(=O)C2CCN(Cc3ccc(N(C)C)cc3)CC2)c2ccc(F)cc2)n1 (configuration not stated)
 : -12	/	1	-1	-2	-20	-19	-11
O=C(O)c1ccn(Cn2cnc3ccccc32)n1
 : /	-20	-1	8	2	/	9	/
CC(=O)CSc1ncnc2sc3c(c12)CCC(C)C3 (configuration not stated)
 : 3	-14	/	/	/	-33	/	17
O=C(Nc1ccc(Oc2ncccn2)cc1)c1ccco1
 : -10	-5	14	0	-4	/	-2	/
COCCNC(=O)C1CCC(CNS(=O)(=O)c2ccc(F)cc2)CC1 (configuration not stated)
 : 0	-7	2	1	-1	4	9	-12
C/C(=N\NC(=O)C1COc2ccccc2O1)c1cc2ccccc2o1 (configuration not stated)
 : -1	/	-11	10	-6	-3	-17	-2
COc1ccc(C(C(=O)NC2CCCC2)N(Cc2ccc(C)cc2)C(=O)c2ccn[nH]2)cc1OC (configuration not stated)
 : /	2	-1	-1	-1	/	-5	/
COC(=O)C(Cc1c[nH]c2ccccc12)N1CCS(=O)(=O)CC1 (configuration not stated)
 : 9	-6	/	2	0	-2	-3	6
O=C(N/N=C/c1ccc2c(c1)OCO2)c1cc(-c2ccccc2Cl)nc2ccccc12
 : 60	-7	2	-2	1	2	/	/
CNC[C@@H]1Oc2c(NC(=O)C3CCCCC3)cccc2C(=O)N([C@@H](C)CO)C[C@@H]1C
 : -8	-9	-1	0	-1	17	7	8
CO[C@@H]1CN(C)C(=O)c2ccc(NS(=O)(=O)c3ccc(F)cc3)cc2OC[C@@H](C)NC[C@@H]1C
 : 8	0	24	-6	4	10	4	15
Cc1ccc(S(=O)(=O)NC(=O)c2cccc(N(C)C)c2)cc1
 : -39	-14	3	-1	-2	8	14	0
CCCN(CC(=O)Nc1ccccc1C)C(=O)c1ccc(NC2CC2)c([N+](=O)[O-])c1
 : 18	1	-2	/	/	3	/	13
CCCC(=O)Nc1ccc2c(c1)C(=O)N(C)[C@H]1CC[C@@H](CC(=O)NCCN3CCCCC3)O[C@H]1CO2
 : -11	0	7	-3	-1	4	-11	6
CC[C@]12C(=O)N(C)C[C@H]([C@@H]3C(=O)N(Cc4ccccc4)C(=O)[C@@H]31)N2C(=O)c1ccc(C(C)(C)C)cc1
 : 10	1	-16	0	0	-1	-3	-12
C=CCN1C(=O)/C(=C/c2ccc(O)cc2)S/C1=N/c1nccs1
 : -27	-8	/	-1	-5	-16	/	22
CC(=O)c1cccc(N(C(=O)CNC(=O)c2ccco2)C(C(=O)NCc2ccco2)c2ccccc2)c1 (configuration not stated)
 : -15	3	1	/	/	6	/	-7
COc1ccc(NC(=O)c2cc(-c3ccc(OC)c(OC)c3)on2)cc1OC
 : /	-2	3	0	4	-2	37	-6
CCN1CCCC1CN(Cc1cc2ccc(C)cc2[nH]c1=O)C(=S)Nc1cccc(OC)c1 (configuration not stated)
 : -20	/	/	-2	-3	8	/	-4
C[C@H]1CN([C@@H](C)CO)C(=O)c2cc(Br)cnc2O[C@H]1CN(C)C(=O)NC1CCCC1
 : /	/	20	/	-6	10	/	20
COc1ccc(OC)c(C(C(=O)NC2CCCCC2)N(C(=O)c2ccccn2)c2cccnc2)c1 (configuration not stated)
 : -9	/	-24	-2	3	3	7	-10
O=C(COC(=O)c1ccccc1Nc1ccccc1)NCc1ccco1
 : 14	-9	-2	3	-1	/	/	/
O=S(=O)(Cc1ccccc1)N1CCN(Cc2ccc(Br)cc2)CC1
 : 19	-5	-1	0	1	-2	2	5
COc1ccc(Nc2nc3cc(C)ccc3cc2C#N)cc1
 : -5	-5	1	-1	-11	/	35	/
C[C@@H]1CCCCO[C@H](CN(C)C(=O)Nc2ccccc2)[C@@H](C)CN([C@@H](C)CO)C(=O)c2cc(NS(=O)(=O)c3ccc(F)cc3)ccc2O1
 : 11	1	-24	1	-2	-2	/	2
OC(c1ccc(F)cc1)c1nc(-c2ccc(F)c(Cl)c2)cs1 (configuration not stated)
 : -42	/	/	-1	-2	-2	4	-2
Cc1ccc(C)c(OCC(=O)NCC2COc3ccccc3O2)c1 (configuration not stated)
 : -24	-8	-3	0	-2	5	5	-48
Cc1cc(C(F)(F)F)nc(SCC(=O)NC2CCCCC2)n1
 : -10	-10	/	-1	0	5	0	22
COc1ccccc1-c1nc2c3ccccc3nc(=S)n2[nH]1
 : 24	-6	-9	1	0	-9	2	-1
CSc1ccc(NC(=O)Nc2ccccc2C(N)=O)cc1
 : -86	-8	/	-1	0	-59	0	11
O=C(Cc1ccc(F)cc1)NC1CCSC1=O (configuration not stated)
 : 5	-20	13	/	/	13	/	12
Cc1cccc(CN2CCC(CNC(=O)Nc3ccc(F)c(Cl)c3)CC2)c1
 : -2	-3	/	-2	9	-8	-16	-43
